# Screening data as filed in PubChem BioAssay.
# SKKanGAS inh = inhibitors of SKKanGAS S. pyogenes growth in kanamycin (SK-promoter or general growth effect). inhibition, % at 7.5 µM. actives 1.3% (n = 300,000). BacTiter-Glo, 6 h;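 active means mean replicate score, as percent of positive control median, at least 50; inconclusive means mean below 50 but one replicate at or above 50; inactive means mean and every replicate below 50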;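 further: strain carries kanamycin resistance gene driven by streptokinase promoter and grows in 40 µg/ml kanamycin; loss of luminescence reflects streptokinase promoter inhibition or plain growth inhibition; 0% = median of DMSO wells and 100% = positive control at its reference dose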
# HDAC3 inh = human HDAC3 inhibition; actives 0.15% (n = 320,000); inhibition, % at 8.3 µM; recombinant HDAC3, fluorogenic peptide/trypsin coupled, fluorescence; in the data active means inhibition above about 26%, passing the limit was not always enough; inconclusive means no clear call, values can overlap the other calls
# Target sequence (O15379 whole entry, looked up): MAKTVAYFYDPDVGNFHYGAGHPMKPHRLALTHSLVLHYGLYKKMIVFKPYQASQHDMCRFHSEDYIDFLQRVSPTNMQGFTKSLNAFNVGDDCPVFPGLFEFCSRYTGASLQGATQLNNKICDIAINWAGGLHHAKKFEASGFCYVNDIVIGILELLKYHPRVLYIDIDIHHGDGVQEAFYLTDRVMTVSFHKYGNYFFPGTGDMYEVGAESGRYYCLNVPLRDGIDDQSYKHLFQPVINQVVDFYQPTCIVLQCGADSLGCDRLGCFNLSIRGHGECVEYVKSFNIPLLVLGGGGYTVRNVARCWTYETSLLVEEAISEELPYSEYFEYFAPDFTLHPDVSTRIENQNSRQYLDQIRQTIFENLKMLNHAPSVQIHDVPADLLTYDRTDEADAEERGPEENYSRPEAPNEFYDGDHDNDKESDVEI
# TRPC6 inh = mouse TRPC6 channel inhibition. Q61143. HEK293-TRPC6, membrane potential dye, ACh-evoked depolarization; hits give low values. B-score at 10 µM. actives 1.1% (n = 310,000). AID 2553;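 active means B-score under library mean minus 3 SD, initial fluorescence not abnormally high, positive integrated signal ratio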;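 further: B-score derived from integrated fluorescence ratio over the kinetic read; more negative B-score means stronger inhibition of depolarization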
# ANO1 block = mouse TMEM16A channel inhibition, primary screen; HEK293 TMEM16A/YFP iodide influx fluorescence, ionomycin; normalized B-score (activity score, 25-100; higher = stronger inhibition) at 10 µM; actives 1.2% (n = 310,000);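 active means ratio plate-corrected score three or more library SD toward inhibition, starting fluorescence score within five deviations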;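 further: score derived from kinetic fluorescence span divided by baseline fluorescence per well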
# MrgX1 antag = blocks BAM8-22 activation of human MrgX1 receptor | MRGX1-HEK293 calcium flux, Fluo-4, BAM8-22 antagonism; hits give low values | B-score at 10 µM | actives 1.3% (n = 310,000) | AID 588676 | Q96LB2;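 active means calcium-response B-score plate-corrected more than 3 library SD below zero, starting fluorescence within 5 deviations, no agonist response on first addition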;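 further: peak minus trough fluorescence over baseline after final BAM8-22 challenge near maximal dose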
# Target sequence (Q96LB2 whole entry, looked up): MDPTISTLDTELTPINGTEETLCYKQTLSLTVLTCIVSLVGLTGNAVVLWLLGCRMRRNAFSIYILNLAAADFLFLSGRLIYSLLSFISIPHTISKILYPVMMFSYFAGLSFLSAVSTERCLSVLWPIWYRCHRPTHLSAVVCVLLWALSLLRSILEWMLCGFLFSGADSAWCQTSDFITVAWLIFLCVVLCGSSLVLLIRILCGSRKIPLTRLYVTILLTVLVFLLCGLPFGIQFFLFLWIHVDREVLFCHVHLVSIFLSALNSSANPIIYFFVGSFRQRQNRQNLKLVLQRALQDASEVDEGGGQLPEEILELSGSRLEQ
# TRPC6 activator = activators of mouse TRPC6 channel; Q61143; HEK293-TRPC6 membrane potential dye fluorescence; hits give high values; B-score at 10 µM; actives 0.13% (n = 310,000); AID 2550;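 active means B-score of the integrated fluorescence ratio above library mean plus 3 SD, and starting fluorescence ratio within library mean plus 5 SD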;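 further: higher score means more depolarization so channel activation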
# MrgX1 PAM = human MrgX1 positive allosteric modulation, primary screen; Q96LB2; MrgX1-HEK293, Fluo-4 calcium flux, FDSS; hits give high values; B-score at 10 µM; actives 0.63% (n = 310,000); AID 588675;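 active means plate-corrected calcium response at least 3 library SD above typical, normal starting fluorescence, not activating the receptor alone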;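 further: compound read alongside a low EC10 to EC30 dose of BAM8-22 agonist; peak minus trough fluorescence over baseline measured at the second addition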
# RGS4 inh = inhibitors of human RGS4; P49798; HEK293 M3R/RGS4 inducible, Fluo-4 calcium flux; hits give high values; triggered by carbachol at its EC20; B-score at 10 µM; actives 0.45% (n = 310,000); AID 463165;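 active means B-score, a plate-corrected calcium signal, over three deviations above library mean, with baseline fluorescence within five deviations of library mean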;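 further: RGS4 expression induced by doxycycline in cells with stable M3 receptor; B-score is computed from the integrated fluorescence ratio over baseline after carbachol; higher B-score means a larger calcium signal and so more RGS4 inhibition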
# Target sequence (P49798 whole entry, looked up): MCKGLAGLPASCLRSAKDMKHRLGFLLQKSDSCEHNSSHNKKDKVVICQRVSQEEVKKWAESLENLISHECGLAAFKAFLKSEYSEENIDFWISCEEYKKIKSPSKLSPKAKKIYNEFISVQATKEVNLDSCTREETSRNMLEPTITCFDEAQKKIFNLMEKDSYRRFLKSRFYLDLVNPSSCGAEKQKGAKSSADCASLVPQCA
# TMEM16A act = activators or potentiators of mouse TMEM16A chloride channel; Q8BHY3; HEK293 TMEM16A/YFP-H148Q/I152L, iodide quench fluorescence; hits give low values; B-score at 10 µM; actives 0.3% (n = 340,000); AID 623877;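 active means fluorescence-ratio B-score plate-corrected deviation score at least 3 library SD below zero, with starting fluorescence score within 5 deviations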;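 further: channel opened by trigger with iodide after compound preincubation; score built on the fluorescence ratio of max minus min over baseline; more negative score means more quench and so TMEM16A activation or potentiation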
# MrgX1 agonist = activates human MrgX1 receptor signaling | Q96LB2 | MrgX1-HEK293 cells, Fluo-4 calcium fluorescence, agonist mode; hits give high values | B-score at 10 µM | actives 0.44% (n = 310,000) | AID 588627;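 active means calcium response B-score plate-corrected fluorescence ratio at least 3 library SD, with starting fluorescence B-score inside 5 SD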
#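 Test system: Stable human MrgX1 HEK293 cell line | Schedule: Overnight plating before 1 h dye loading | Read-out basis: Baseline-normalised fluorescence change ratio, B-scored | Detection: Kinetic calcium dye fluorescence, Fluo-4 NW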
# RGS4 act = potentiators or activators of RGS4. B-score at 10 µM. actives 0.92% (n = 310,000). AID 463111. HEK293 M3R/inducible RGS4, carbachol calcium flux Fluo4; hits give low values;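 active means B-score of the integrated calcium signal more than 4 SD below the library mean, with starting fluorescence not abnormally high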;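 further: negative B-score means reduced calcium response which marks RGS4 activation or potentiation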
#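 test system = M3R-expressing HEK293 line, RGS4 induced by doxycycline | probe or stimulus = carbachol at ECmax as muscarinic agonist stimulus | timing = dye loading 30 min 37 °C, buffer rest 30 min RT | signal = calcium dye Fluo4 fluorescence | evaluation = B score from integrated fluorescence ratio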
# * = called active by the depositor; i = inactive; ? = inconclusive; . = no result given. Hits appear at their usual frequency; 6.7% or so of the library scored in one or more.
SMILES,SKKanGAS inh,HDAC3 inh,TRPC6 inh,ANO1 block,MrgX1 antag,TRPC6 activator,MrgX1 PAM,RGS4 inh,TMEM16A act,MrgX1 agonist,RGS4 act
COc1ccc2c(c1OC)C(=O)N1C2SC[C@H]1C(=O)NC1CCCC1 (stereo partly drawn),4,-2,i,i,i,i,i,i,i,i,i
CC(=O)c1cccc(NC(=O)COC(=O)CCc2ccc(S(=O)(=O)N3CCOCC3)cc2)c1,1,0,i,i,i,i,i,i,i,i,i
CCN1CCN(C(c2ccccc2)c2nnnn2Cc2ccccc2)CC1 (stereo not drawn),-9,-2,i,i,i,i,i,i,i,i,i
COc1ccc(CCNC(=O)C2CC(c3cccc([N+](=O)[O-])c3)=NO2)cc1 (stereo not drawn),2,14,i,i,i,i,i,i,i,i,i
COc1ccc(-n2c(C)nc3cc(C(=O)O)ccc32)cc1,1,4,i,i,i,i,i,i,i,i,i
CN(C)c1cc[n+](CC(=O)N2c3ccccc3Sc3ccccc32)cc1,.,4,-5*,i,i,i,i,i,i,i,-8.1*
Cc1ccc(NC(=O)CSc2nc(N)cc(=O)[nH]2)cc1S(=O)(=O)N1CCOCC1,-7,-5,i,i,i,i,i,i,i,i,i
O=C(N/N=C/c1sc(N2CCOCC2)nc1-c1ccccc1)c1ccccc1Cl,-3,-2,i,i,i,i,i,i,i,i,i
COc1ccc(S(=O)(=O)N2CCCC2CNC(=O)C(=O)NC2CC2)cc1 (stereo not drawn),-4,-2,i,i,i,i,i,i,i,i,i
CCc1nnc(NC(=O)CSc2nc3cccnc3n2C2CCCCC2)s1,14,6,i,i,i,i,i,i,.,i,i
Cc1ccc(Cn2nnc3c(=O)[nH]c(C4CCCN(S(=O)(=O)c5ccccc5)C4)nc32)cc1 (stereo not drawn),6,2,i,i,i,i,i,i,i,i,i
Brc1cnc(N2CCCCC2)nc1N1CCOCC1,5,0,i,i,i,i,i,i,i,i,i
Cc1noc(C)c1COc1ccc(C(=O)OCC(=O)N2CC3(C)CC2CC(C)(C)C3)cc1 (stereo not drawn),.,10,.,i,i,.,i,.,i,i,.
C/C(=N\NC(=O)c1ccccc1C)c1cccc([N+](=O)[O-])c1,-3,0,i,i,i,i,i,i,i,i,i
COC(=O)c1ccc(NC(=O)c2nc(S(=O)(=O)Cc3cccc(C)c3)ncc2Cl)cc1,104*,-4,i,i,i,i,i,i,i,i,i
CCCOc1ccc(-c2c(=O)n(O)c3ccccc3[n+]2[O-])cc1,1,10,i,i,i,i,i,i,i,i,i
Cc1ccc(/C=C2\SC(=S)N(CC3CCCO3)C2=O)o1 (stereo not drawn),1,6,i,i,i,i,i,i,i,i,i
O=C(c1ccc(N2CCCC2=O)cc1)N1CCN(c2ccc(Cl)cc2)CC1,-5,-1,i,i,i,i,i,i,i,i,i
COCn1c(-c2ccccc2)nc2ccccc21,-11,-13,i,i,i,i,i,i,i,i,i
Cc1ccc2c(c1)-c1c(ssc1=S)C(C)(C)N2C(=O)CSC1=NCCS1,-2,5,i,i,i,i,i,i,i,i,i
Cc1nn(-c2ccccn2)c2c1C(c1ccsc1)C1=C(CCCC1=O)N2 (stereo not drawn),-1,-1,i,i,i,i,i,i,i,i,i
COc1cccc(-c2nnc(NC(=O)c3cccs3)s2)c1,13,?,i,i,i,i,i,i,i,i,i
O=C(CSc1nnc(-c2ccncc2)n1-c1ccc(F)cc1)NNC(=O)c1cccc(O)c1,3,.,i,i,i,i,i,i,i,i,i
CCOC(=O)c1sc2nc(C)nc(SCC(=O)NC3CCS(=O)(=O)C3)c2c1C (stereo not drawn),3,3,i,i,i,i,i,i,i,i,i
COc1ccc(C2Nc3ccccc3C(=O)N2c2ccc(F)cc2)cc1Cn1nnc2ccccc21 (stereo not drawn),5,-4,i,i,i,i,i,i,i,i,i
Cc1ccc(Nc2ccc([N+](=O)[O-])cn2)cc1Cl,4,8,i,i,i,i,i,i,i,i,i
C=CCn1c(-c2ccc(OC)cc2)nc2ccccc21,-8,-1,i,i,i,i,i,i,i,i,i
CCOC(=O)C[n+]1ccc2c([nH]c3ccccc32)c1C,-5,-156,i,i,i,i,i,i,i,i,i
CN(C)S(=O)(=O)c1ccc(NC(=O)c2ccc(Br)o2)cc1,-4,-8,i,i,i,i,i,i,i,i,i
CN(C)c1ccc(C(=O)c2ccccc2)cc1,-4,-8,i,i,i,i,i,i,i,i,i
CC(=O)c1c(N2CCN(Cc3ccccc3)CC2)[nH]c(-c2ccccc2)nc1=S,8,1,i,i,i,i,i,i,i,i,i
O=C(CC1SC(=Nc2ccc(OC(F)F)cc2)N(CCC2=CCCCC2)C1=O)Nc1ccccc1F (stereo not drawn),4,6,i,i,i,i,i,i,i,i,i
COc1ccc(-n2ncc3c2CC(C)(C)CC3NC(=O)CCc2c(C)nn(C)c2C)cc1 (stereo not drawn),2,-1,i,i,i,i,i,i,i,i,i
COCCn1c(SCC(=O)Nc2cccc(S(N)(=O)=O)c2)nc2cc(Cl)ccc2c1=O,13,-1,i,i,i,i,i,i,i,i,i
N#CCC(=O)Nc1ccc(C(=O)OCC(=O)C23CC4CC(CC(C4)C2)C3)cc1,1,6,i,i,i,i,i,i,i,i,i
CC(=O)Nc1ccc(N2C(=O)CC(N3CCSCC3)C2=O)cc1 (stereo not drawn),-5,-1,i,i,i,i,i,i,i,i,i
CCC(=O)N1CCc2cc(S(=O)(=O)CCC(=O)NCc3ccco3)ccc21,-12,-9,i,i,i,i,i,i,i,i,i
Cc1ncc([N+](=O)[O-])n1CC(=O)Nc1ccccc1F,1,1,i,i,i,i,i,i,i,i,i
CCC(=O)N1c2ccc(S(=O)(=O)NCc3ccccc3)cc2CC1C (stereo not drawn),3,3,i,i,i,i,i,i,i,i,i
COc1ccc(NC(=O)CCC(=O)N(Cc2ccc(OC)c(OC)c2)c2nccs2)c(OC)c1,-5,6,i,i,i,i,i,i,i,i,i
CCCn1c(SCC(=O)NNC(=O)c2ccc(C)cc2)nnc1C(C)C,-13,0,i,i,i,i,i,i,i,i,i
CCOC(=O)C1CCN(C(=O)c2c(C)oc3c2C(=O)c2ccccc2C3=O)CC1,15,-2,i,i,i,i,i,i,i,i,i
Cn1c(=O)c2ncn(CC(=O)NCCOCc3ccccc3Cl)c2n(C)c1=O,-5,-2,i,i,i,i,i,i,i,i,i
CCOC(=O)c1cnc2c(C#N)cnn2c1N,6,-11,i,i,i,i,i,i,i,i,i
CC(C)c1ccc(N2CCN(C(=O)c3ccccc3NC(=O)/C=C\C(=O)O)CC2)cc1,2,-1,i,i,i,i,i,i,i,i,i
O=P(Cc1ccncc1)(c1ccccc1)c1ccccc1,-1,1,i,i,i,i,i,i,i,i,i
CCc1nccn1CCC(=O)N1CCCC(N2CCN(c3cccc(Cl)c3)CC2)C1 (stereo not drawn),8,-6,i,i,i,i,i,i,i,i,i
C#Cc1ccc([C@@H]2C=C(C(=O)NCc3ccccc3)O[C@H](OCc3ccc(CO)cc3)C2)cc1,20,2,i,i,i,i,i,i,i,i,i
O=c1c2ccccc2nnn1CSc1ccccc1F,-1,-4,i,i,i,i,i,i,i,i,i
O=C(Cn1ccccc1=S)c1ccc(Cl)c(Cl)c1,-6,7,i,i,i,i,i,i,i,i,i
COc1ccc(-n2nc(C(=O)NCC(=O)N3CCC(C)CC3)c3ccccc3c2=O)cc1,6,0,i,i,i,i,i,i,i,i,i
CC1=CSC2=NS(=O)(=O)CCN12,-7,.,i,i,i,i,i,i,i,i,i
O=C(NCCc1cccnc1)c1cc(COc2ccc(F)cc2F)on1,-8,-3,i,i,i,i,i,i,i,i,i
CCN(CC(=O)Nc1c(F)cccc1F)C(=O)Cc1ccc(OC)c(S(=O)(=O)N2CCOCC2)c1,-4,2,i,i,i,i,i,i,i,i,i
O=c1c2ccccc2oc2cc(C#CC3(O)CCCCC3)ccc12,18,-3,i,i,i,i,i,i,i,i,i
COc1ccc(C(=O)CSC#N)cc1OC,-9,11,i,i,i,i,i,i,i,35*,i
CCOC(=O)c1c(C)[nH]c(C(=O)COC(=O)CSC)c1C,-3,0,i,i,i,i,i,i,i,i,i
Cc1ccc(NC(=O)c2cc3c(s2)CCCC3)cc1S(=O)(=O)Nc1ccccc1Cl,19,0,i,i,i,i,i,i,i,i,i
NS(=O)(=O)c1ccc(NNC(=O)c2cccs2)cc1,-5,10,i,i,i,i,i,i,i,i,i
O=C(O)C1(c2ccccc2)CCN(S(=O)(=O)c2ccc(F)c(F)c2)CC1,-1,0,i,i,i,i,i,i,i,i,i

# Later entries.
SMILES,SKKanGAS inh,HDAC3 inh,TRPC6 inh,ANO1 block,MrgX1 antag,TRPC6 activator,MrgX1 PAM,RGS4 inh,TMEM16A act,MrgX1 agonist,RGS4 act
Cc1ccc(SCc2c(C(=O)N/N=C/c3ccoc3)nnn2-c2nonc2N)cc1,9,1,i,i,i,i,i,i,i,i,i
Cc1cccc(/C=C2\CCC(=C3SCCCS3)C2=O)c1,14,18,i,i,i,i,i,i,i,i,i
N/C(=N\OC(=O)c1ccc(Cl)cc1Cl)c1ccccn1,8,-7,i,i,i,i,i,i,i,i,i
Cn1ccnc1SCC(=O)Nc1nc2c(F)c(F)c(F)cc2s1,2,1,i,i,i,i,i,i,i,i,i
CCN1C(=O)c2cccc3c(S(=O)(=O)Nc4c(C)n(C)n(-c5ccccc5)c4=O)ccc1c23,4,-3,i,i,i,i,i,i,i,i,i
Cc1c(C(C)(C)O)[nH]c2cc(C(F)(F)F)ccc12,2,-3,i,i,i,i,i,i,i,i,i
OC1(c2ccc3ccccc3c2)CCN(Cc2ccccc2)C1 (stereo not drawn),-5,-4,.,i,i,.,i,.,i,i,.
Cc1ccc2c(c1)C1CN(C)CCC1N2C(=S)NC(=O)c1ccc(Cl)cc1Cl (stereo not drawn),27,6,i,i,i,i,i,i,i,i,i
CCc1cccc(NS(=O)(=O)c2ccc3c(c2)N(C)CCO3)c1,0,10,i,i,i,i,i,i,i,i,i
